# Bioassay records: PubChem, National Center for Advancing Translational Sciences (NCATS)
# MCF10A rerep = A quantitative high throughput screen for small molecules that induce DNA re-replication in MCF 10a normal breast cells | MCF 10A DNA re-replication, Hoechst nuclear intensity, 48 h | Potency, µM (doses to about 46.1 µM), inactives show top-dose activity, positive = re-replication, usual class: activators | 2.9% of 350,000 active; further: potency means the concentration at half of the fitted maximal effect; % of control where 0% means no effect; nearly all actives have a fitted effect of over 50% in size
# HT1080NT lethal = qHTS for induction of synthetic lethality in tumor cells producing 2HG: qHTS for the HT-1080-NT fibrosarcoma cell line. 1.6% of 360,000 active. HT-1080-NT fibrosarcoma viability, CellTiter-Glo ATP luminescence, 48 h. Potency, µM (top dose mostly 46.1 µM), for inactives: at the highest dose activity, negative = less viability, most hits filed as cytotoxic;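 further: NT is the 2HG producing partner of a matched IDH1 knockdown line; potency means the concentration at half of the fitted maximal effect; 0% = DMSO-treated cells and -100% = media-only wells without cells; nearly all actives have a fitted effect of over 55% in size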
#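 Fibrosarcoma NT cells, 750 per well in 5% FBS RPMI, were exposed to compound for 48 hours. Viability: CellTiter-Glo luminescence.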
# KB-3-1 cytotox = qHTS assay for MDR1-selective chemotherapeutics: Primary screen using the parental adenocarcinoma cell KB-3-1 | 1.4% of 400,000 active | KB-3-1 viability, CellTiter-Glo ATP luminescence, 72 h | Potency, µM (titrated, usually from 46.1 µM), for the others: at the top dose activity change, negative = cytotoxic, usual class: cytotoxic; further: potency means the concentration at half of the fitted maximal effect; on the % scale 0 is the no-effect control and ±100 the full control effect; nearly all actives have a fitted effect of over 60% in size
#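 Cells are dispensed, compounds pinned in, plates held at 37 °C for 72 h, then CellTiter-Glo is added and luminescence read after 10 minutes. Cell line: parental KB-3-1 in phenol-red-free DMEM, 10% FBS.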
# SW480 rereplic = A quantitative high throughput screen for small molecules that induce DNA re-replication in SW480 colon adenocarcinoma cells; AID 624297, 2012; 1.8% of 340,000 active; SW480 DNA re-replication, Hoechst DNA content imaging, 48 h; Potency, µM (series often up to 46.1 µM), inactives show at the highest dose re-replication activation, actives largely listed as activators; further: potency means the concentration at half of the fitted maximal effect; % of control where 0% means no effect; nearly all actives have a fitted effect of over 55% in size
#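 Compounds, transferred as 23 nL by pin tool, were incubated with cells for 48 hr; DNA content per nucleus was then quantified by Hoechst staining and fluorescence plate imaging.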
# KB-V1 cytotox = qHTS assay for MDR1-selective chemotherapeutics: Primary screen using the drug-selected MDR subline cells KB-V1. KB-V1 MDR cells viability, CellTiter-Glo, 72 h. Potency, µM (highest dose often 46.1 µM), for inactives: top-dose activity change, negative = cytotoxicity, actives largely listed as cytotoxic. 3.4% of 400,000 active. AID 1347076, 2019; further: potency means the concentration at half of the fitted maximal effect; on the % scale 0 is the no-effect control and ±100 the full control effect; nearly all actives have a fitted effect of over 60% in size
#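 Readout: CellTiter-Glo luminescence, 10 min after addition. Cells: KB-V1 MDR subline, 72 h at 37 degrees C with compound. Analysis: corrected, normalized data fitted to concentration-effect curves.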
# D3 ag = qHTS of D3 Dopamine Receptor Agonist: qHTS. D(3) dopamine receptor (Homo sapiens), P35462. D3R DiscoveRx beta-arrestin cells, luminescence, 90 min. max activation, %. 0.58% of 410,000 active. AID 652048, 2013; in the data active means max activation above about 30%; further: 0% is about no effect; mostly tested at two doses, the higher about 12 µM
# Target sequence (P35462 whole entry, looked up): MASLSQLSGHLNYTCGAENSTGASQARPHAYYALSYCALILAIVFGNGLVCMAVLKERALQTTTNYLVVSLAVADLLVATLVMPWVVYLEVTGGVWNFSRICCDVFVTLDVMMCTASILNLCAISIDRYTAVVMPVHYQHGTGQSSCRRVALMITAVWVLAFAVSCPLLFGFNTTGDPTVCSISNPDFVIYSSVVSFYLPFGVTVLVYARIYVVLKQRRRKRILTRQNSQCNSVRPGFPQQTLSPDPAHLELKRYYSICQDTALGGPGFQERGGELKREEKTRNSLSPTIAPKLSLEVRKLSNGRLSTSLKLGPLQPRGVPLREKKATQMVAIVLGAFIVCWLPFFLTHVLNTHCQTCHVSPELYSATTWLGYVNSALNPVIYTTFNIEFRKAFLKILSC
#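 Cells at 1500/well, incubated overnight, then treated with pinned compounds (dopamine as control) for 90 min at 37 degrees C. DiscoveRx reagent added for 30 - 60 minutes at room temperature; luminescence read.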
# HEK293 tox = qHTS of GLP-1 Receptor Inverse Agonists: Cytotox Screen; HEK293 cAMP-luciferase reporter cells, luminescence, 24 h; Potency, µM (titrated, usually from 38.3 µM), inactives show top-dose activity change, negative = inhibition, most hits filed as inhibitors; 0.13% of 410,000 active;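 further: loss of luciferase light is scored as toxicity; potency means the concentration at half of the fitted maximal effect; on the % scale 0 is the no-effect control and ±100 the full control effect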
#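 Luminescence readout: signal drop marks cytotoxicity. Plated cells grew 12 h at 37 °C, 5% CO2, received 23 nL compound for 24 h, then got luciferase reagent, read after 12 min at RT.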
# IL1B secr inh = qHTS for Inhibitors of Inflammasome Signaling: IL-1-beta AlphaLISA Primary Screen | 4.7% of 360,000 active | AID 743279, 2014 | activity change, % at 57.5 µM | THP-1 LPS/ATP IL-1B secretion, AlphaLISA, 16 h; active compounds read low; in the data active means activity change below about -50%; inconclusive means mostly about -30% to -49%; further: on the % scale 0 is the no-effect control and ±100 the full control effect
#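 THP-1 cells pretreated 1 hr with compounds (up to 57.5 uM final), then stimulated with LPS (250 ng/mL final) plus ATP (1.25 mM final); secreted IL-1B measured by AlphaLISA after 16 hr, decreased signal indicating inhibition.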
# HT1080 IDH1KD tx = qHTS for induction of synthetic lethality in tumor cells producing 2HG: qHTS for the HT-1080-IDH1KD cell line; HT-1080 IDH1 knockdown viability, ATP luminescence, 48 h; 2% of 360,000 active; AID 686971, 2013; Potency, µM (series often up to 46.1 µM), without a hit: top-dose activity, negative = toxicity, most hits filed as cytotoxic;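 further: potency means the concentration at half of the fitted maximal effect; 0% = DMSO wells and -100% = cell-free medium wells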
#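 IDH1KD HT-1080 cells, 750/well, RPMI + 5% FBS; compound pinned after 2 h settling; 48 h, 37 °C; CellTiter-Glo luminescence; % activity normalised to DMSO and no-cell wells; curves fitted, classed by r2 and efficacy.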
# * hit, by the source's call; ? = inconclusive; nt = not tested or not shown; & = joins results of further samples; [ ] = dose if it differs, or a comment. Unless noted, the call rests on the fitted dose curve; in most records, active means well fitted curve in the direction sought with a large enough effect; inconclusive means small, poorly fitted or top-dose-only effect, or another doubt; inactive means no such curve, though single readings can be large; an effect the other way counts as inactive or inconclusive.
SMILES,MCF10A rerep,HT1080NT lethal,KB-3-1 cytotox,SW480 rereplic,KB-V1 cytotox,D3 ag,HEK293 tox,IL1B secr inh,HT1080 IDH1KD tx
CN1CCN(c2nc(-c3ccccc3)cc(C(F)(F)F)n2)CC1,17%,-13%,-3%,-13%,-16%,-4,36%[activator],-19,-7%
CCOCCCn1c(SCC(=O)Nc2cccc(S(=O)(=O)NC3=NCCCCC3)c2)nc2ccccc2c1=O,-9%,-5%,7%,10%,-2%,1,-12%,-9,-7%
O=Cc1ccc(-c2ccc(Cl)cc2Cl)[nH]1,12%,-4%,-4%,-76%[inhibitor],-8%,0,-23%,-6,-2%
CCOc1ccc(S(=O)(=O)N2CCCC(C(=O)Nc3ccccc3)C2)cc1 (stereo unspecified),20%,8%,-2%,-9%,10µM*,-26,4%,-1,1%
Cc1ccccc1C(=O)NNc1ncnc2c1cnn2-c1cccc(Cl)c1,nt,nt,-2%,nt,0%,4,-10%,nt,nt
O=C(NC(Cc1ccccc1)C(=O)O)c1ccco1 (stereo unspecified),1%,0%,0%,?,8%,-11,1%,16,-8%
Cc1ccc(N2C(=O)N(CC(=O)N3CCOCC3)C(=O)C2C)cc1 (stereo unspecified),3%,1%,-2%,-2%,-16%,-2,-7%,-13,1%
CCN(CC)S(=O)(=O)c1cc(NC(=O)[C@@H](NC(N)=O)C(C)C)ccc1C,6%,10%,21%,3%,1%,1,-8%,22,28%
O=c1[nH]c(C2CCCN(S(=O)(=O)c3ccccc3)C2)nc2c1nnn2Cc1ccccc1Br (stereo unspecified),?,-2%,?,?,2%&1%,-2&-1,-6%&-7%,-9,-7%
O=C(Nc1ccc(N2CCN(c3ncccc3C(F)(F)F)CC2)nc1)c1cccs1,?,18µM*,16µM*,0%,18µM*,-10,-78%,-101*,21µM*
O=C(Cc1cccs1)Nc1ccc(S(=O)(=O)N2CCCCC2)cc1,4%,-5%,6%,-4%,2%,7,-26%,-10,-8%
CCC(C(=O)OCC(=O)N(CC)c1c(N)n(Cc2ccccc2)c(=O)[nH]c1=O)c1ccccc1 (stereo unspecified),3%,-1%,-8%,-7%,-1%,-4,0%,-14,1%
CC(C)[C@H](NC(=O)C1CCN(S(=O)(=O)c2ccccc2)CC1)C(=O)NCc1ccccc1,6%,4%,5%,-41%[inhibitor],21%,-1,9%,5,1%
C=CCSc1nc2c(c(=O)[nH]c(=O)n2C)n1Cc1ccc(C)cc1,-6%,22%,-12%,-11%,0%,4,2%,27,6%
CC1CC(=S)Nc2ccccc2S1 (stereo unspecified),-1%,-2%,-7%,0%,1%,-2,-21%,0,-2%
O=C(NNC(=O)c1cccnc1)Nc1cccc(Cl)c1Cl,3%,9%,1%,-5%,0%,10,12%,10,?
CCOC(=O)c1cccc(OC(=O)CCNC(=O)c2ccc(Cl)cc2)c1,-3%,6%,20%,-1%,4%,-16,11%,-8,-9%
Cc1ccc(NC(=O)C2CCCN2c2nn3c(=O)cc(C)nc3s2)cc1 (stereo unspecified),-2%,-2%,0%,10%,?,-5,17%,14,-4%
C=CCn1c(C#N)c(N)sc1=N,?,7%,2%,1%,3%,-7,0%,7,6%
O=C(O)CCSc1nnc(COc2ccc(Cl)cc2)n1-c1ccccc1,0%,-4%,17%,2%,17%,1,-2%,25,4%
Cc1ccc(C(=O)Nc2ccccc2C(=O)NC(Cc2c[nH]c3ccccc23)C(=O)O)cc1 (stereo unspecified),7%,1%,?,-3%,?,-1,-23%,39,-17%
CCOC(=O)N=Nc1c2ccccc2c2nc3no[nH]c3nc12,?,1.2µM*,1.5µM*,?,2.9µM*,-18,?,-103*,1µM*
CCOC(=O)C1CCN(C2CCN(Cc3nc(-c4ccccc4)no3)CC2)CC1,?,-3%,0%,-27%,?,4,-2%,-26,-15%
CNC(=O)C1CC(=O)N(CCc2ccccc2)C(=Nc2ccc(OC)cc2)S1 (stereo unspecified),-7%,-12%,3%,6%,-4%,2,5%,-14,-9%
Fc1nc(N2CCCC2)c(F)c(Oc2ccccc2Oc2c(F)c(F)nc(N3CCCC3)c2F)c1F,4%,14%,0%,-1%,16%,2,3%,0,14%
C/C(=N\NC(=S)NC(C)C)c1ccc(Cl)s1,?,-1%,-11%,?,?,-27,?,-9,-18%
O=S(=O)(Cc1ccccc1)Nc1ccc(S(=O)(=O)N2CCCC2)cc1,-1%,6%,-1%,0%,4%,4,-3%,18,19%
CCCNC(=O)COC(=O)/C=C/c1cccc(F)c1,7%,10%,-4%,-1%,0%,4,-6%,0,7%
CCOC(=O)C1CCCN(C(=O)CCCn2nnnc2CN2CCC(C)CC2)C1 (stereo unspecified),3%,-1%,-9%,-13%,0%,-6,-11%,-4,3%
O=C1CC(C(=O)N2CCN(c3ccccn3)CC2)CN1Cc1ccccc1Cl (stereo unspecified),0%,6%,5%,6%,2%,1,8%,-12,6%
Cc1c(C)n(CCCN(C)C)c2ncnc(Nc3ccccc3)c12,?,-10%,-12%,-21%,4%,3,-2%,-27,-8%
O=C(C[n+]1cccc(NC(=O)c2ccccc2)c1)c1cccc([N+](=O)[O-])c1,-4%,-2%,25%,-9%,16%,-2,-6%,-29,0%
CCN(CC)CCNC(C(=O)Nc1cccc(C(C)=O)c1)c1ccccc1 (stereo unspecified),1%,23%,0%,1%,4%,-22,10%,8,15%
CCN(CC)CCCNc1nc(-c2ccccc2)nc2ccccc12,-2%,?,10%,7%,-9%,0,?,nt,?
Cc1cccc(SCc2noc(C(=O)NCC3CCCO3)c2C(=O)O)c1 (stereo unspecified),-5%,-4%,19%,1%,1%,1,-4%,24,4%
COc1ccc(CN2CCN(Cc3csc(C(C)=O)c3)CC2CCO)c(C)c1C (stereo unspecified),10%,?,-4%,-1%,-11%,-10,-5%,-16,?
O=C(NCc1cccs1)[C@@H]1CCCN1S(=O)(=O)c1ccccc1F,-26%,5%,0%,-5%,-21%,11,3%,7,2%
Cc1ccc(Cn2c(=O)c3cccnc3n(Cc3ccc(C)cc3)c2=O)cc1,nt,nt,4%,nt,-13%,4,-3%,nt,nt
O=C(NCCCl)Nc1cccc(Br)c1,-7%,5%,-3%,20%,2%,-6,9%,1,1%
CC(C)CC(=O)Nc1ccc(-c2cn3cccnc3n2)cc1,-16%,-5%,-1%,3%,16%,-1,11%,-3,-7%
Cc1cc(C)c2c(n1)sc1c(=O)n(CC(=O)c3ccccc3)cnc12,3%,-19%,?,-8%,-29%,-27,0%,-25,-11%
NNC(=O)c1csc(-c2ccc(C(F)(F)F)cc2Cl)n1,23%,16%,-19%,2%,?,3,-6%,?,9%
COc1ccc(N2CCN(CC(O)COC(c3ccc(F)cc3)c3ccc(F)cc3)CC2)cc1 (stereo unspecified),12%,?,-14%,?,12%,-17,-25%,-12,-4%
Cc1c(NC(=S)NC(=O)c2ccc(-c3ccc(Cl)cc3)o2)cccc1C(=O)O,?,-25%,0%,-15%,-16%,-3,-8%,26,-6%
O=[N+]([O-])c1ccc(N/N=C/c2ccccc2O)cc1,133%,-9%,?,?,-7%,-2,1%,-18,?
Clc1ccc(-c2cnc3n2CCCCC3)cc1,-1%,-5%,-4%,-10%,-1%,-3,?,?,-19%
COCCNC(=O)COc1ccc(C)cc1C(=O)c1cc(C#N)c(=O)n(C2CC2)c1,0%,23%,15%,1%,-11%,-5,-10%,1,11%
Cc1ccc([N+](=O)[O-])cc1S(=O)(=O)NCCc1cn2ccccc2n1,2%,1%,-8%,?,?,-3,4%,0,-2%
O=S(=O)(c1ccc(Cl)cc1)N1CCC(n2cnc3cc(C(F)(F)F)ccc32)CC1,26%,3%,-6%,16%,?,-1,11%,-30,13%
COc1ccc(CNC(=O)c2cc3cccc(OC)c3oc2=O)cc1,nt,nt,4%,nt,-3%,-6,5%,nt,nt
COC(=O)[C@H](C)NC(=O)NCc1ccco1,-7%,12%,1%,1%,-5%,-6,-2%,12,6%
CCCCn1c(N)c(N(Cc2ccccc2OC)C(=O)C(C)Oc2ccc(F)cc2)c(=O)[nH]c1=O (stereo unspecified),0%,3%,-8%,-5%,0%,1,5%,-17,16%
CC(C)(C)NC(=S)NC(=O)C12CCC3CC(CC(C3)C1)C2,21%,5%,-19%,6%,15%,-9,1%,21,-2%
CCCc1cc(=O)oc2c(C)c(OS(C)(=O)=O)ccc12,4%,1%,-19%,-6%[9.22 µM],?,-1,-10%,-20,1%
CCN(CC)C(=S)SC1CCCCN(C(=O)c2ccccc2)C1=O (stereo unspecified),-15%,-1%,9%,1%,1%,1,-2%,-3,1%

# Single records, from the list above. Order of values: MCF10A rerep | HT1080NT lethal | KB-3-1 cytotox | SW480 rereplic | KB-V1 cytotox | D3 ag | HEK293 tox | IL1B secr inh | HT1080 IDH1KD tx
# Record of `CCCc1cc(=O)oc2c(C)c(OS(C)(=O)=O)ccc12` : 4% | 1% | -19% | -6%[9.22 µM] | ? | -1 | -10% | -20 | 1%
# Record of `CCCCn1c(N)c(N(Cc2ccccc2OC)C(=O)C(C)Oc2ccc(F)cc2)c(=O)[nH]c1=O` (stereo unspecified) : 0% | 3% | -8% | -5% | 0% | 1 | 5% | -17 | 16%
# Record of `COc1ccc(CNC(=O)c2cc3cccc(OC)c3oc2=O)cc1` : nt | nt | 4% | nt | -3% | -6 | 5% | nt | nt
